High-throughput results: PubChem, several laboratories
PAFAH1B2 inh: PAFAH1B2 enzyme inhibitors, primary screen, biochemical, fluorescence polarization, human. Platelet-activating factor acetylhydrolase IB subunit alpha2 (Homo sapiens), P68402. recombinant PAFAH1B2, FP-rhodamine activity probe. inhibition, % at 3.39 µM. hit rate 1.2% among 340,000. AID 492953, 2010;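 active = inhibition above the mean of all tested compounds plus 3 SD, cut at about 24% in these data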;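 note: 0% = enzyme with DMSO and 100% = wells lacking PAFAH1B2; many of its hits are not listed in these tables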
Target sequence (P68402 whole entry, looked up): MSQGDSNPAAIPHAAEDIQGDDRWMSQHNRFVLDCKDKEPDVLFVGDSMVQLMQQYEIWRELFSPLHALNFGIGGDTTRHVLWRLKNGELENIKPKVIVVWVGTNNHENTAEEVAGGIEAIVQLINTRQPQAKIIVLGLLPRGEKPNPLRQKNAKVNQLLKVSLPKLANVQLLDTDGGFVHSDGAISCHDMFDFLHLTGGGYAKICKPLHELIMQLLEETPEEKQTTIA
AHR act: AHR activators, primary screen, cell-based, luminescence, luciferase reporter, human | Aryl hydrocarbon receptor (Homo sapiens), P35869 | AHR-responsive luciferase reporter cells | activation, % at 5 µM | hit rate 2.5% among 320,000 | AID 2796, 2010; in the data active = activation above about 47%;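 note: 0% = vehicle wells and 100% = reference agonist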
GLD-1 RNA inh: GLD-1/TGE RNA complex disruptors, primary screen, biochemical, fluorescence polarization. purified GLD-1 + fluorescein TGE RNA. hit rate 0.44% among 320,000. Female germline-specific tumor suppressor gld-1 (Caenorhabditis elegans), Q17339. inhibition, % at 5.96 µM;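 active = percent inhibition above a per-plate cutoff, the plate mean of test compounds plus 3 SD, cut at about 30% in these data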;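 note: 0% = DMSO wells with GLD-1 and probe and 100% = wells lacking GLD-1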
Target sequence (Q17339 whole entry, looked up): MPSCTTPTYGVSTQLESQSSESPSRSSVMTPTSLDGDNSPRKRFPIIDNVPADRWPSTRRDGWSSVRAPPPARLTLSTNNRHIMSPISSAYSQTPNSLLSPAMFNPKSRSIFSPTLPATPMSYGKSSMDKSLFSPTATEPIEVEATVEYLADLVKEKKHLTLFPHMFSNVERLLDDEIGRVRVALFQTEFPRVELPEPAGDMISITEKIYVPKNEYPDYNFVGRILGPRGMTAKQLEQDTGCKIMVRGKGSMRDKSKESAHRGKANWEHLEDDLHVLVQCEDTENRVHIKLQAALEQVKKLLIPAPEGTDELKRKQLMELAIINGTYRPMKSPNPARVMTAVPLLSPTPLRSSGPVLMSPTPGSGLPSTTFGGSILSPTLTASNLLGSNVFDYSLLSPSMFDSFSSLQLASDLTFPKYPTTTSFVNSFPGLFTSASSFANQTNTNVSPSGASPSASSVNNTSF
PME-1 primary: PME-1 inhibitors via competitive probe labeling, primary screen, biochemical, fluorescence polarization, FP-Rh probe, HTS; inhibition, % at 5.9 µM; hit rate 0.53% among 320,000; Protein phosphatase methylesterase 1 (Homo sapiens), Q9Y570; recombinant PME-1;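 active = inhibition above the campaign mean of all compounds plus 3 SD, cut at about 26% in these data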;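 note: competitive labeling of PME-1 active site by serine hydrolase directed probe; 0% = PME-1 with DMSO and 100% = wells lacking PME-1 enzyme; inhibitors block probe labeling so polarization falls and inhibition rises; many of its hits are not listed in these tables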
pPAFAH inh: pPAFAH enzyme inhibitors, primary screen, biochemical, fluorescence polarization, human; inhibition, % at 3.39 µM; Platelet-activating factor acetylhydrolase (Homo sapiens), Q13093; recombinant pPAFAH, FP-rhodamine probe fluorescence polarization; hit rate 1.5% among 330,000;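 active = inhibition above the mean inhibition across the screen plus 3 SD, cut at about 25% in these data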;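 note: inhibitors block binding of the rhodamine activity-based probe so polarization drops; 0% = enzyme with DMSO and 100% = wells lacking pPAFAH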
Bcl-xL primary: inhibitors of human Bcl-xL, primary screen, biochemical, fluorescence polarization, HTS; hit rate 0.7% among 320,000; AID 2129, 2009; inhibition, % at 10.9 µM; GST-Bcl-xL / FITC-Bim BH3 peptide fluorescence polarization;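 active = inhibition above the mean of all tested compounds plus 3 SD, cutoff set per campaign, cut at about 30% in these data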;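 note: 0% = DMSO wells and 100% = unlabeled Bim-BH3 peptide competitor; inhibitors lower millipolarization by displacing the labeled peptide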
Fam108B counter: mouse Fam108B serine hydrolase inhibitors, primary screen, counter-screen for RBBP9 inhibitor project, biochemical, fluorescence polarization | recombinant Fam108B, FP-Rh probe fluorescence polarization | inhibition, % at 9.51 µM | hit rate 0.33% among 300,000 | AID 1947, 2009;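 active = inhibition above the screen mean inhibition plus 3 SD, computed separately per campaign, cut at about 18% in these data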;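 note: inhibitors lower polarization as less probe binds the enzyme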
MCL1-BIM inh: inhibitors of MCL1 binding to BIM-BH3, primary screen, biochemical, fluorescence polarization | Induced myeloid leukemia cell differentiation protein Mcl-1 (Homo sapiens), Q07820 | GST-MCL1 / FITC-Bim-BH3 fluorescence polarization | inhibition, % at 10.9 µM | hit rate 0.68% among 320,000 | AID 2057, 2009;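 active = inhibition above the mean inhibition of all tested compounds plus 3 SD, set per campaign, cut at about 40% in these data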;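 note: 0% = DMSO wells and 100% = unlabeled Bim-BH3 peptide control; higher means more loss of mP so more displacement of Bim peptide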
Target sequence (Q07820 whole entry, looked up): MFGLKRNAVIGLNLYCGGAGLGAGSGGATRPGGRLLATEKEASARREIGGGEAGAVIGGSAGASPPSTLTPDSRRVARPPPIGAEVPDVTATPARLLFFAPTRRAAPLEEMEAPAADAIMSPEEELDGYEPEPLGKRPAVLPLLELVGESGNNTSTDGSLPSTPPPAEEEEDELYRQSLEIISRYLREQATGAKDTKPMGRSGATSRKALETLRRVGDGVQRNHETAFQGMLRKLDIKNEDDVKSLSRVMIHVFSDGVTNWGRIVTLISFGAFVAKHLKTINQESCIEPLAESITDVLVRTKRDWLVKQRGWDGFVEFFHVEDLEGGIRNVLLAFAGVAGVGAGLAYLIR
MEX-5 binding: MEX-5 zinc finger RNA-binding disruptors – biochemical, C. elegans, fluorescence polarization, MLPCN library, primary screen; Zinc finger protein mex-5 (Caenorhabditis elegans), Q9XUB2; hit rate 0.38% among 300,000; MEX-5/FITC-TCR2 RNA binding; hits give low values; activity score (negative = inhibition of binding), % at 10 µM;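 active = inhibition past about -25% in most replicates, and total fluorescence under double the plate's negative control median, limit read from the data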;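 note: 0% = DMSO and -100% = 5 µM competing unlabeled TCR2 RNA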
Active calls of the source: *; · = not tested or not shown.

SMILES	PAFAH1B2 inh	AHR act	GLD-1 RNA inh	PME-1 primary	pPAFAH inh	Bcl-xL primary	Fam108B counter	MCL1-BIM inh	MEX-5 binding
Cc1ccc(OCC(=O)Nc2ccc(S(=O)(=O)N3CCOCC3)cc2)c(Br)c1	-5	-6	-6	-5	-12	-5	-10	-11	-3.1
COc1ccc(C2=NS(=O)(=O)N(C)C(C(=O)NCc3ccccc3)=C2)cc1OC	2	15	-2	4	2	4	-3	2	-0.7
COc1ccc(/C(O)=C2\C(=O)C(=O)N(Cc3ccco3)C2c2ccc(OC)cc2OC)cc1 (configuration not stated)	2	1	1	-3	-1	-1	1	2	-0.9
O=C(CCCC(=O)N/N=C/c1ccccc1C(=O)O)N/N=C/c1ccccc1C(=O)O	3	-1	1	-1	-1	3	0	2	1.1
Cc1ccc(S(=O)(=O)c2cccc(S(=O)(=O)N3CCOCC3)c2)cc1S(=O)(=O)N1CCOCC1	-1	7	1	9	-9	1	-3	2	-1.5
O=C(COc1cccc(Br)c1)Nc1ccc(N2CCOCC2)cc1N1CCOCC1	2	1	-7	10	9	5	·	7	·
CCC(C)NC(=O)COC(=O)c1csc2c1CCCC2 (configuration not stated)	5	-3	3	6	6	6	0	6	-1.7
CC(=O)Nc1ccc(S(=O)(=O)N=S(C)(C)=O)cc1	-2	-2	4	-1	-2	0	2	6	-1.7
CCOC(=O)N1CCN(CC(O)COCCC23CC4CC(CC(C4)C2)C3)CC1 (configuration not stated)	2	5	1	3	3	6	-1	-2	0.9
CCCc1nnc(NC(=O)C2CCN(C(=O)c3ccco3)CC2)s1	-2	3	4	0	7	1	0	0	0.7
CCOc1ccccc1C(=O)NCC(=O)N(C)Cc1ccccc1C	7	3	-4	3	8	3	5	-4	-1.1
Cc1nc2cc(N3CCN(C)CC3)c(NC(=O)Cc3ccccc3)cc2c(=O)n1Cc1ccccc1	-3	-5	9	-3	6	0	-2	1	-3.0
Cc1cccc(NC(=O)c2cccs2)n1	1	3	3	0	-5	5	-9	4	-1.0
CCc1nc(Nc2ccc(OC)c(OC)c2)c2nnn(Cc3ccccc3Cl)c2n1	4	22	2	7	13	2	2	1	0.3
COc1cccc(-c2nnc3sc(-c4ccccc4)nn23)c1	2	-10	4	-8	3	3	-3	4	-0.5
COc1ccc2cc1Oc1ccc(cc1)C[C@H]1c3c(cc4c(c3Oc3cc5c(cc3OC)CCN(C)[C@@H]5C2)OCO4)CCN1C	2	-4	5	-5	1	-1	1	8	2.0
COC(=O)c1c(-c2ccc(F)cc2)csc1NC(=O)C1CCCO1 (configuration not stated)	-1	1	0	0	-4	1	4	2	0.2
Brc1ccccc1/C=N/N1CCCCC1	2	5	-2	1	-2	0	-8	-7	-0.5
NC(=O)C1(N2CCCCC2)CCN(S(=O)(=O)c2cc(Cl)sc2Cl)CC1	·	-2	-2	-3	6	5	1	2	-0.1
O=C(c1ccc(C(F)(F)F)cc1)C1CCCN(C(=O)Cn2cncn2)C1 (configuration not stated)	2	3	8	-4	1	5	-2	3	-1.7
COC(=O)[C@]1(C)N[C@H](CN(C)C(=O)Nc2ccc(Cl)cc2)[C@@H]2C(=O)N(Cc3ccccc3)C(=O)[C@@H]21	4	0	9	·	5	·	·	·	·
c1csc(CNCCN2CCOCC2)c1	-1	1	-4	2	-4	-4	-8	-13	0.6
COc1ccc(-c2nn(-c3ccccc3)cc2/C=N/Nc2ccccn2)cc1OC	5	30	2	12	20	5	7	6	1.5
C=CCNS(=O)(=O)c1ccc(N2C(=O)c3ccccc3C2=O)cc1	6	4	3	-1	3	7	3	-2	-0.4
CCCN1CCN(C(=O)c2ccccc2-c2nc3ccccc3s2)CC1	-1	5	6	-7	-4	-1	-6	-5	-7.0
CC(C)C(CCNC1CCN(C)CC1)c1ccc(Cl)cc1 (configuration not stated)	10	0	4	-3	4	1	-2	1	-0.5
CC(C)Cn1c(SCC(=O)NC(=O)NC2CCCC2)nc2ccccc21	3	4	1	-1	12	2	-3	3	1.6
CCN1CCN(c2ccc(S(=O)(=O)N3CCOCC3)cc2NC(=O)c2sccc2C)CC1	1	-1	5	-2	1	-8	3	-6	0.6
Cc1cc(C)nc(Nc2ccc(C(=O)O)cc2)n1	2	2	0	-7	-2	3	2	5	-4.0
COCCCNC(=O)COC(=O)c1ccc(-c2nc3ccccc3s2)s1	5	8	0	-7	28*	-5	-2	-2	-3.6
CCC(C)c1ccc(NC(=S)NCCn2cc(Cl)cn2)cc1 (configuration not stated)	7	18	10	-4	3	3	-11	5	-3.8
Cc1csc(NC(=O)C2CCN(C(=O)CSc3nnc(C)n3Cc3ccccc3)CC2)n1	6	0	9	2	4	4	3	0	1.0
FC(F)(F)c1ccc(/C=N/n2c(C3CCCCC3)n[nH]c2=S)cc1	9	-1	8	-1	10	-2	-3	-25	-2.1
CN(C)c1ccc(CN(CC2CCCO2)C(=O)c2cccs2)cc1 (configuration not stated)	-3	8	2	-10	-4	8	1	4	0.7
CC(=O)N1CCc2c(sc(NC(=O)Cc3ccccc3)c2C#N)C1	3	4	1	-4	5	7	3	3	-1.3
COc1ccccc1N=C1SCC(=O)N1c1ccccc1OC	0	-1	-2	2	1	4	4	4	3.0
COC(=O)CSC1=C(C#N)C(c2sccc2C)CC(=O)N1 (configuration not stated)	5	6	8	6	-1	6	10	5	0.1
O=C(OCC(=O)N1CCc2ccccc21)c1cccnc1	1	3	-5	4	-1	2	1	-4	1.7
CCn1c(SCC(=O)Nc2ccc3c(c2)OCCO3)nnc1-c1ccncc1	0	-3	5	2	-1	5	3	6	-1.7
CSc1cccc(NC(=O)CN(c2cccc(C)c2)S(C)(=O)=O)c1	1	11	0	1	8	5	2	5	0.4
OC(c1cc(-c2ccc(Cl)cc2)nc2ccccc12)C1CCCCN1 (configuration not stated)	-3	1	2	-1	3	0	-4	-11	0.9
O=C(Nc1cnc2ccccc2c1)C1COc2ccccc2O1 (configuration not stated)	2	-3	4	12	5	7	-6	5	-2.5
CN(CCOc1ccccc1)C(=O)c1ccc(OC2CCN(C(=O)C3CC3)CC2)cc1	2	4	-4	4	0	-6	4	2	-1.9
Cc1occc(=O)c1OCc1ccc(F)cc1	2	-1	1	-3	4	3	3	5	1.1
COc1ccc(/C=N\NC(=O)c2ccc(Cn3cc(Br)c([N+](=O)[O-])n3)o2)c(OC)c1C	-11	4	9	-5	3	-3	-13	6	0.7
COc1ccc(S(=O)(=O)N2CCN(C)CC2c2ccccc2)cc1 (configuration not stated)	4	-1	0	-3	-3	3	·	9	·
O=C(NN1CCN(Cc2ccccc2)CC1)c1ccc(Cl)cc1	6	0	3	-4	2	0	0	-3	-1.6
COCCNC(=O)c1cc2nc(-c3ccccc3)cc(C)n2n1	1	1	2	-5	3	-2	-2	-1	2.7
Cc1ccc(S(=O)(=O)N2CCC(C(=O)NNC(=O)c3ccncc3)CC2)cc1	11	5	0	4	0	3	-4	7	1.0
O=C(Nc1ccc(OC(F)(F)F)cc1)Nc1cccc([N+](=O)[O-])c1	-37	4	2	-59	1	7	-29	-1	-0.2

A few values from above:
Bcl-xL primary, `C=CCNS(=O)(=O)c1ccc(N2C(=O)c3ccccc3C2=O)cc1` = 7
Fam108B counter, `OC(c1cc(-c2ccc(Cl)cc2)nc2ccccc12)C1CCCCN1` (configuration not stated) = -4

Later entries.
SMILES	PAFAH1B2 inh	AHR act	GLD-1 RNA inh	PME-1 primary	pPAFAH inh	Bcl-xL primary	Fam108B counter	MCL1-BIM inh	MEX-5 binding
CCOc1ccc2c(CC)cc(=O)oc2c1OCC	2	0	0	9	4	5	7	3	0.3
CN(CC(=O)Nc1ccc(N2CCOCC2)cc1)C(=O)CCCOc1ccc(Cl)cc1Cl	-1	1	2	6	14	9	5	4	-0.3
CCOC(=O)Cc1nnc(Nc2cccc(C)c2)c2ccccc12	2	2	3	2	0	4	-3	-1	-0.9
CCn1cc(CNC(=O)CSc2nc(-c3ccc(OC)c(OC)c3)cc(C(F)(F)F)n2)c(C)n1	2	3	2	11	10	0	-2	-13	-0.4
CCCn1c2ccccc2c2cnn(CC(=O)NCCCN3CCN(c4ccccc4)CC3)c(=O)c21	1	3	2	0	4	4	2	6	0.1
Cc1ncsc1C(=O)Nc1nc2c(s1)CC(C)CC2 (configuration not stated)	5	14	3	1	3	3	-1	-3	0.7
CN(CC(=O)Nc1cccc(F)c1)C(=O)c1cc(-c2ccccc2)nc2ccccc12	-1	3	11	-11	-2	1	-8	0	8.2
NS(=O)(=O)c1ccc(Sc2ccccn2)c([N+](=O)[O-])c1	·	1	4	-3	-1	0	1	0	0.4
C=CCn1c(SCC(=O)Nc2cc(C)ccc2OC)nnc1-c1ccco1	-1	3	-3	-4	-7	1	-1	3	-0.3
CC(C)Oc1cccc(C(=O)N2CCCC2)c1	1	2	3	6	9	4	-2	6	0.6
O=c1cc(N2CCc3ccccc32)[nH]c(=O)n1-c1ccccc1Cl	3	2	-1	5	-1	-2	-1	-2	-2.0
COC(=O)CSc1ncnc2c1sc1nc(N3CCOCC3)c3c(c12)CCCC3	2	2	-1	-15	-10	4	-4	5	-1.6
O=C(Nc1cccc(Cl)c1)c1cc(S(=O)(=O)N2CCOCC2)cs1	3	2	4	-11	8	-1	-4	-3	0.7
COC(=O)NC1CSCC1OC(=O)CCN1C(=O)c2ccccc2C1=O (configuration not stated)	4	-1	1	-6	6	-3	2	-7	1.7
COc1cc(CN2CCN(c3cccc(C)c3C)CC2)cc(Br)c1O	-3	3	0	-2	4	9	2	4	-2.3
O=S1(=O)C=C(N2CCOCC2)c2ccccc21	1	15	0	-7	1	11	-4	12	2.1
CCN(C(=O)Cc1c(C(=O)O)n(C)c2ccccc12)c1cc(OC)ccc1OC	3	0	-6	-1	5	2	-1	-5	-2.3
O=C(Nc1cccc(Cl)c1)Nc1nnc(-c2ccccc2)o1	1	2	7	3	-2	4	0	3	1.8
Nc1nc2c(s1)CC(c1ccccc1)CC2 (configuration not stated)	2	-11	5	-1	3	4	6	2	0.4
CCCCCC1CCC(c2nnc(SCC(C)=O)o2)CC1 (configuration not stated)	2	-1	6	1	6	-5	1	-7	0.4
CCCN1C(=O)C(Cc2nc3ccccc3c(=O)n2C)c2ccccc21 (configuration not stated)	5	10	1	5	1	5	-2	11	-0.5
C=CCN(c1ccccc1C(=O)O)S(=O)(=O)c1ccc(C)cc1	0	2	1	-8	-7	0	-4	-5	1.3
CCOc1ccc(-n2ccnc2SCC(=O)NCc2ccc3c(c2)OCO3)cc1	1	9	-4	0	2	7	0	-1	-1.6
CCN(CC(=O)Nc1ccccc1C(F)(F)F)C(=O)Cc1ccc2c(c1)CCC2	4	-1	1	3	5	4	·	3	·

An excerpt; rates above refer to the full screens.
